High-throughput results from PubChem.
TLR9-MyD88 block – blocks human TLR9 binding to MyD88 | CHO BLA complementation TLR9-MyD88, CCF4 FRET ratio | AID 504734 | 0.21% of 340,000 active | inhibition, % at 4.98 µM;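 active = inhibition above the mean over all tested compounds plus 3 SD, cut at about 21% in these data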;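 note: 0% = DMSO only wells and 100% = clavulanate BLA inhibitor control wells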
aDG glyco up – alpha-DG glycosylation activation; Pro5-aDG cells, alpha-DG glycosylation AlphaScreen (IIH6); 0% Pro5, 100% B10-LARGE cell signal; AID 624168; 0.22% of 360,000 active; activation, % at 10 µM;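 active = activation of at least 8% versus controls, or a plate z-score of at least 8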;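 note: Pro5 are CHO cells carrying HIG-tagged alpha-DG that lacks glycosylation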
MC4R ag barr – human MC4R agonism via beta-arrestin. P32245. U2OS MC4R beta-arrestin complementation, luminescence; percent of melanotan II response, DMSO zero. activation, % at 8.9 µM. 0.98% of 360,000 active. AID 540308;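 active = activation above a per-plate cutoff, the mean activation of sample wells on that plate plus 3 SD, cut at about 8% in these data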
ABHD5-PLIN5 inh – ABHD5-PLIN5 protein interaction inhibition. Q00G26+Q8WTS1. Split G. princeps luciferase complementation, luminescence, 4 h. inhibition, % at 4 µM. 0.78% of 360,000 active. AID 602281;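 active = inhibition above the mean inhibition across every tested compound plus 3 SD, cut at about 22% in these data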;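 note: 0% = DMSO only wells and the 100% control is not disclosed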
Exocytosis inh – lytic granule exocytosis inhibition. 0.66% of 360,000 active. inhibition, % at 10 µM. TALL-104 LAMP-1 surface exposure, flow cytometry; cells stimulated with thapsigargin and PMA;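 active = inhibition above about 55%, limit read from the data; inconclusive = no clear call, values can overlap the other calls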
MC4R antagonist – antagonists of human melanocortin 4 receptor (MC4R); 0.48% of 360,000 active; inhibition, % at 6.5 µM; P32245; MC4R-expressing cells, MTII-stimulated cAMP, LANCE TR-FRET;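 active = inhibition above its plate's cutoff, the mean of tested wells on that plate plus 3 SD, cut at about 29% in these data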;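 note: 0% = Melanotan II alone and 100% = Melanotan II plus saturating MCL0020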
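System: U2OS cells stably expressing human melanocortin 4 receptor (MC4R). Reagent: Melanotan II challenge after compound preincubation. Doses: 6.5 µM. Times: 30-min compound, 1-h challenge, 1-h detection, room temperature. Measured by: TR-FRET with Eu-cAMP and labeled anti-cAMP, 671 nm. Replicates: singlicate.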
ABCB6 inh MLPCN – human ABCB6 transporter inhibition. AID 602162. Q9NP58. 0.19% of 360,000 active. fluorescence ratio to DMSO, % at 10 µM. K562-ABCB6 porphyrin accumulation, flow cytometry, 1 h; active compounds read low;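 active = fluorescence ratio to DMSO below 75%, the collection mean minus 3 SD; inconclusive = too few cells collected in the well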;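 note: signal is porphyrin accumulated inside mitochondria; 100% equals median channel fluorescence of DMSO control wells; lower ratio means ABCB6 inhibition with less porphyrin fluorescence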
Target sequence (Q9NP58 whole entry, looked up): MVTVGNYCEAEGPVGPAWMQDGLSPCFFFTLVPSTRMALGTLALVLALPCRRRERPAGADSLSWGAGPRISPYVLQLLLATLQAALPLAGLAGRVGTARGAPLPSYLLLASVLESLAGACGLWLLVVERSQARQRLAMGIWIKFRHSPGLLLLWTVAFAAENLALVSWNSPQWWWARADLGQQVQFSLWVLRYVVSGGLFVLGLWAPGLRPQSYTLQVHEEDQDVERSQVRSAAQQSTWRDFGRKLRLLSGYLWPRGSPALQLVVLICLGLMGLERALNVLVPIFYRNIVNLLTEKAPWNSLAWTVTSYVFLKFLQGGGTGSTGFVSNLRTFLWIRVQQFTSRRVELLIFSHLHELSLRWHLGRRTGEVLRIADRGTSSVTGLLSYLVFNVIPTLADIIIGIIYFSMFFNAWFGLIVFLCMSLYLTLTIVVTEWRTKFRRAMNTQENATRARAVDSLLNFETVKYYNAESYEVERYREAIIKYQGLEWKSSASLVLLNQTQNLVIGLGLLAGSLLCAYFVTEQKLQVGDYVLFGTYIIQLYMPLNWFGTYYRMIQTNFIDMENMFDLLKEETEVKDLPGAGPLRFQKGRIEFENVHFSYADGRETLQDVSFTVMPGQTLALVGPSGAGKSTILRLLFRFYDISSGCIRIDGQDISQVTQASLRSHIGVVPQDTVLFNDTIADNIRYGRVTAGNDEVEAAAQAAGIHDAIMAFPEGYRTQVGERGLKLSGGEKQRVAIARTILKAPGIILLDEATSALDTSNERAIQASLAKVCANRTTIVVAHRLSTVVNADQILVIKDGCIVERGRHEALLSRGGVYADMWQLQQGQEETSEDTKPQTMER
Vif inh – HIV Vif inhibition; inhibition, % at 7.49 µM; 0.35% of 340,000 active; HEK293T cells, Vif self-association by quenched fluorescence, imaging, 24 h; in the data active = inhibition above about 50%, passing the limit was not always enough; inconclusive = no clear call, values can overlap the other calls; inactive = below about 31%; note: some results filed as inactive read as strong as hits
Glyco luc inh – blocks N-linked glycosylation in D54 reporter cells; D54 ERlucT glycosylation luciferase reporter, 24 h; percent of 100 nM tunicamycin response; 0.23% of 360,000 active; reporter increase, % at 12.5 µM; AID 588692;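 active = mean luciferase reporter signal, scaled so untreated is 0 and the glycosylation-blocking control 100, at or above a set limit in every replicate; inconclusive = mean reaches the limit but not every replicate does; inactive = mean below the limit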;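 note: luciferase carries N-glycosylation sites so blocking glycosylation raises the light; 0% = median of neutral control wells and 100% = median of 100 nM tunicamycin wells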
NOD2-RIPK2 inh – blocks binding of human NOD2 to RIPK2; CHO BLA complementation NOD2-RIPK2, CCF4 ratio; O43353; 0.38% of 360,000 active; inhibition, % at 4.98 µM; in the data active = inhibition above about 21%;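 note: 0% = vehicle only and 100% = reference blocker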
Numbers without * were called inactive; ? = inconclusive; . = not tested or not shown. This is a subset (hit frequency here may not be typical).

SMILES | TLR9-MyD88 block | aDG glyco up | MC4R ag barr | ABHD5-PLIN5 inh | Exocytosis inh | MC4R antagonist | ABCB6 inh MLPCN | Vif inh | Glyco luc inh | NOD2-RIPK2 inh
COc1ccc(NC(=O)CSc2nnc3ccc(-c4ccccn4)nn23)cc1OC | -14 | 0.2 | -1.3 | 8 | -4 | 12 | 103 | 4 | 2 | 2
CC(C(=O)Nc1cccc([N+](=O)[O-])c1)N1C(=O)NC2(CCCC2)C1=O (configuration not stated) | 1 | 0.0 | -2.1 | 1 | 4 | -4 | 99 | 44 | -1 | -12
CCOc1ccc(CC(=O)C2C(=O)CCCC2=O)cc1OCC | 3 | -0.3 | -2.3 | 5 | 1 | -2 | 104 | -1 | -1 | -7
CN(C)CCCNc1oc(-c2ccccc2Cl)nc1S(=O)(=O)c1ccccc1 | -13 | 0.4 | -0.5 | 2 | -4 | 5 | 95 | -3 | -2 | 0
COCCCNC(=S)Nc1ccccc1C | 6 | 0.0 | -1.6 | -6 | -2 | 1 | 99 | 23 | 0 | -8
Cc1cccc(C(=O)NCC(=O)OCC(=O)N(C)CC(=O)Nc2ccccc2Cl)c1 | -9 | 0.0 | -1.0 | -4 | 0 | 5 | 93 | 25 | 2 | 2
CC1=C(C(=O)Nc2cccnc2)C(c2cccnc2)n2nc(-c3cccs3)nc2N1 (configuration not stated) | 6 | 1.3 | -0.3 | 1 | -4 | 0 | 99 | . | 0 | -17
Cc1cccnc1Nc1nc(-c2ccc(O)cc2O)cs1 | -4 | 0.5 | 6.2 | -11 | 3 | -5 | 101 | -30 | 2 | -10
COC(=O)c1cc(NCc2ccccc2F)ccc1N1CCOCC1 | 3 | -0.2 | 0.7 | 2 | -2 | -2 | 90 | -3 | 2 | -6
O=C(O)c1cccnc1Cl | -8 | -0.1 | -0.2 | 2 | 10 | 15 | 98 | 3 | 1 | 11
CCOC(=O)Cn1nc(C)cc1NC(=O)c1cccnc1 | -7 | 0.3 | 2.3 | 2 | 0 | 14 | 95 | -13 | 0 | -11
CC(C)c1ccc(NC(=O)COC(=O)[C@@H]2CCCN2C(=O)c2cccs2)cc1 | 5 | -0.1 | -0.4 | 7 | 4 | 0 | 100 | . | 5 | 2
Cn1c(SCc2nnc3n2CCCCC3)nc2ccccc21 | -4 | 0.0 | 0.0 | -3 | -6 | 1 | 100 | 20 | -1 | 5
Cc1cccc(NC(=O)[C@@H]2CCCN2C2=NS(=O)(=O)c3ccccc32)c1C | 3 | -0.1 | 1.1 | 8 | 6 | 4 | 94 | 16 | 1 | -6
COc1ccc(/C=N/NC(=O)c2cccnc2)cc1O | -3 | -0.2 | 0.4 | -4 | 1 | 9 | 99 | 3 | 0 | -5
Cc1ccc(NCc2n[nH]c(=S)n2Cc2ccccc2)cc1Cl | -2 | -0.1 | 3.3 | -1 | 0 | 14 | 94 | -7 | 1 | -6
COc1ccc(N(CC(=O)NCCSc2ccccn2)S(C)(=O)=O)cc1 | 0 | -0.2 | -2.2 | 2 | 1 | 6 | 99 | -5 | 0 | 1
COc1ccc(CNC(=O)COc2cccnc2[N+](=O)[O-])cc1OC | 2 | 0.1 | 0.1 | -7 | ? | 0 | 98 | -2 | 3 | -3
CCC(=O)N=c1sc2c(C)cc(C)cc2n1CC(=O)OC | 8 | -0.1 | 0.0 | -1 | 3 | 0 | 86 | -10 | 2 | -8
Cc1cc(C)c2c(=O)[nH]c(SCc3ccccc3C)nc2n1 | 5 | -0.1 | -1.2 | -1 | 1 | 14 | 97 | -3 | 3 | -7
Cc1ccccc1CNS(=O)(=O)c1csc(C(N)=O)c1 | 0 | -0.1 | 0.4 | -5 | -7 | 8 | 112 | -5 | 0 | 1
Cc1noc(C(=O)NC2CCCCC2)c1Cl | -9 | 0.1 | 0.5 | 3 | -5 | 8 | 98 | 1 | -1 | -3
COc1cc(C2Nc3ccc4ccccc4c3C3=C2C(=O)CC(C)(C)C3)ccc1OC(C)C(=O)O (configuration not stated) | -3 | -0.1 | -0.4 | -2 | 2 | 0 | 93 | -9 | -2 | -5
O=C(CN(C(=O)c1csnn1)c1ccc(Br)cc1)NC1CCCC1 | 4 | 0.0 | -0.5 | -4 | -4 | 2 | 99 | 2 | -1 | -5
COC(=O)N/N=C\c1cc(Br)ccc1OCc1ccccc1 | 3 | 0.8 | -1.1 | 0 | -2 | -3 | 93 | -10 | -2 | -5
CC1Cc2ccccc2N1S(=O)(=O)c1ccc2c(c1)n(C)c(=O)c(=O)n2C (configuration not stated) | -3 | -0.1 | -0.6 | 3 | 3 | 6 | 97 | 11 | -2 | 2
COc1cccc(N(C(=O)c2nc3nccc(C)n3n2)c2nc3ccccc3s2)c1 | 5 | -0.1 | 2.9 | 6 | -2 | 3 | 99 | -1 | -1 | 6
Cc1ccc(C(C)C)cc1OCCOCCN1CCCC1 | 2 | 0.4 | 0.1 | -1 | 1 | 9 | 87 | -1 | -1 | 2
COc1ccc(S(=O)(=O)NCCSc2ccc(Cl)cc2)cc1OC | -3 | 0.2 | 2.3 | 2 | -8 | 15 | 90 | . | -2 | 1
Cn1cnc(S(=O)(=O)N2C[C@@H](O)COC[C@@H]3O[C@H](CC(=O)NC4CCC4)CC[C@H]32)c1 | . | -0.1 | . | 0 | 8 | . | . | . | . | -8
COc1ccc(CC(=O)N/N=C/c2c(C)n(C)c3ccccc23)cc1OC | . | 0.3 | 0.4 | -3 | -1 | -8 | 101 | 3 | 23 | -6
CC1CCN(CCCNC(=O)C2CC(=O)N(C3CCCCCC3)C2)CC1 (configuration not stated) | 7 | 0.0 | -0.4 | 4 | -10 | -1 | 94 | -15 | -2 | 1
CCCCNC(=O)Nc1nc2ccccc2s1 | 0 | 0.0 | -2.4 | -4 | 0 | -1 | 97 | 10 | -6 | 2
Cc1c(-c2nc(-c3cccnc3)no2)cccc1[N+](=O)[O-] | 6 | 0.1 | -2.6 | 0 | 6 | 21 | 97 | -2 | -1 | -4
Cn1c(CSc2nnc(SCc3ccccc3)s2)nc2ccccc21 | 1 | -0.1 | 3.5 | -3 | -3 | -8 | 91 | -8 | -3 | -8
O=C(COC(=O)CSc1ccccc1)NCCNC(=O)COC(=O)CSc1ccccc1 | -4 | 0.1 | -2.7 | -11 | 8 | 5 | 86 | 4 | 2 | 1
Cn1c(C(=O)N2CCN(c3ccc([N+](=O)[O-])cc3)CC2)cc2c(=O)[nH]c3ccccc3c21 | 4 | 0.2 | -1.4 | 2 | 0 | 3 | 90 | 9 | 1 | -2
N#Cc1c2n(cnc1=O)CCCCC2 | -1 | -0.1 | -1.4 | -2 | -1 | -5 | 99 | 6 | -1 | -12
CCOC(=O)c1sc2nc(C)nc(N3CCN(c4ncccn4)CC3)c2c1C | -4 | -0.2 | 0.1 | 0 | -7 | 3 | 95 | 1 | 1 | 9
O=C(NCCc1cccs1)c1ccc(CS(=O)Cc2ccc(Cl)cc2)o1 (configuration not stated) | -1 | 0.1 | -2.6 | -10 | -5 | -1 | 96 | -8 | -3 | -9
NC(=O)c1ccccc1N=Cc1ccc2ccccc2c1 | 0 | 0.0 | 0.5 | 2 | 9 | 15 | 102 | 0 | 3 | 2
Cc1cccc(NC(=O)CS(=O)(=O)c2cn(C)c3ccccc23)c1 | -1 | 0.2 | 0.5 | -6 | -10 | -1 | 91 | -8 | 1 | -9
Cc1cc(C2=NNC(=NC3CCCCC3)SC2)c(C)n1-c1c(C)n(C)n(-c2ccccc2)c1=O | -14 | -0.5 | -2.8 | -8 | 0 | 0 | 100 | 7 | -2 | -1
Nc1nc(-c2c[nH]c3ccccc23)cs1 | -10 | 9.1* | 1.1 | -27 | -9 | 3 | 104 | . | 4 | 4
COc1ccc(-n2c(CCc3ccccc3)nnc2SCC(=O)c2ccc(Cl)cc2)cc1 | -9 | 0.2 | -2.4 | -2 | 8 | 0 | 93 | . | -4 | -7
C[C@H](NC(N)=O)C(=O)Nc1ccc(OCc2ccccc2)cc1 | -7 | -0.2 | -3.7 | -6 | 2 | 16 | 95 | 22 | -1 | 0
N#Cc1cccc(C=C(C(=O)c2ccccc2)c2ccccc2)c1 | . | -0.4 | . | 22* | -3 | . | 96 | . | . | 3
C=CCn1c(N)c(C(=O)OCC)sc1=S | -18 | -0.4 | 1.2 | 8 | 2 | 3 | 95 | -2 | 0 | 1
Cc1nc2c(Br)c(C)nn2c2c1CCC2 | 1 | 0.1 | 0.5 | -3 | 3 | -3 | 99 | 3 | 0 | -9
COc1ccc(Oc2nc3c(c(=O)n(C)c(=O)n3C)n2C)cc1 | 3 | 0.2 | -1.5 | -3 | -10 | 15 | 96 | -15 | -6 | 0
CO[C@@H]1CN(C)C(=O)c2ccc(NC(=O)C3CCC3)cc2OC[C@H](C)N(CC2CCCCC2)C[C@H]1C | . | 0.4 | . | -5 | 9 | . | . | . | . | 2
COc1ccc(OC)c(Cc2nnc(CCC(=O)NC3C4CC5CC(C4)CC3C5)o2)c1 (configuration not stated) | -2 | 0.5 | -1.4 | 2 | -2 | 16 | 108 | -1 | 2 | 1
O=C(CN1C(=O)NC2(CCCC2)C1=O)NCc1ccccc1 | -8 | 0.1 | -0.5 | 1 | -6 | 3 | 96 | 6 | 4 | -13
CC1=C(O)C(=O)C(C2=C(O)C(=O)C(C)=C(O)C2=O)=C(O)C1=O | 0 | 0.0 | 2.0 | 10 | -1 | 7 | 102 | -12 | 2 | 0
CNc1cccc2c1C(=O)c1ccccc1C2=O | 7 | -0.3 | 1.4 | 9 | 0 | 5 | 123 | -18 | 4 | 0
Cc1cc(-c2ccccc2)nc(N2CCC(C(=O)NC34CC5CC(CC(C5)C3)C4)CC2)n1 | 0 | 0.1 | -2.3 | -5 | 3 | 1 | 96 | 2 | 0 | 13
CS(=O)(=O)N1CCCC(C(=O)NC2CCCCCCC2)C1 (configuration not stated) | 9 | -0.1 | 0.3 | -4 | 18 | 19 | 92 | 2 | 4 | -16
CC(C)(C)c1ccc(C(=O)N2CCCN(c3ccc([N+](=O)[O-])cn3)CC2)cc1 | 2 | -0.2 | 1.3 | 3 | 15 | -6 | 97 | -2 | -1 | 3
CC1CCCC(NC(=O)CN2CCN(Cc3ccc(Cl)cc3)C2=O)C1C (configuration not stated) | -5 | 0.3 | -0.2 | 3 | 1 | -3 | 96 | -7 | 1 | -6
COCC(=O)Nc1ccc(N2CCOCC2)c(S(=O)(=O)Nc2ccc(OC)cc2)c1 | 6 | 0.5 | 0.3 | 7 | 2 | 2 | 90 | 13 | 4 | 6
COC(=O)c1ccc(C2NC(=O)NC(C)=C2C(=O)N(C)C)cc1 (configuration not stated) | -7 | 0.0 | -1.6 | -2 | -3 | -4 | 117 | -3 | 1 | -10
